Bioassay records: PubChem BioAssay, National Center for Advancing Translational Sciences (NCATS)
Mito fusion yeast = inhibitors of mitochondrial division or activators of mitochondrial fusion; Potency, µM (highest dose often 46.1 µM), inactives show at the highest dose growth rescue (activation), actives largely listed as activators; 0.23% of 320,000 active; S. cerevisiae fusion-defective mutant growth rescue, CellTiterGlo 48 h;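 further: potency means the concentration at half of the fitted maximal effect; % of control where 0% means no effect; nearly all actives have a fitted effect of over 45% in size; temperature-sensitive fusion mutants such as fzo1-1 at 37 °C on non-fermentable ethanol glycerol medium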
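Yeast fusion mutant, YPEG (non-fermentable carbon), compound, 48 h at 37C non-permissive; CellTiterGlo added, 10 min RT, luminescence read. Rescued growth = division inhibition.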
Rab9 promoter act = activates the Rab9 promoter. Potency, µM (top dose mostly 9.22 µM), without a hit: at the top dose activation, negative = inhibition, most hits filed as activators. 2.8% of 320,000 active. Huh7 Rab9 promoter-luciferase reporter, luminescence, 24 h; further: potency means the concentration at half of the fitted maximal effect; % of control where 0% means no effect; nearly all actives have a fitted effect of over 60% in size
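Luminescence from Amplite-detected luciferase (10 minutes, ambient) reports Rab9 promoter activation. Before that, stable Rab9-luciferase Huh7 cells (1500/well, reduced-serum OP-MEM I plus 10% FBS) were exposed to compound for 24 hours at 37C.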
FLuc counter = inhibits or activates purified firefly luciferase, miR-21 counter-screen. P08659. purified FLuc, Km substrates, luminescence inhibition. Potency, µM (top dose mostly 57.5 µM), without a hit: at the top dose activity change, negative = inhibition, usual class: inhibitors. 6.9% of 360,000 active;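 further: potency means the concentration at half of the fitted maximal effect; plate controls were vehicle for no effect and reference inhibitor for full effect; nearly all actives have a fitted effect of over 55% in size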
Target sequence (P08659 whole entry, looked up): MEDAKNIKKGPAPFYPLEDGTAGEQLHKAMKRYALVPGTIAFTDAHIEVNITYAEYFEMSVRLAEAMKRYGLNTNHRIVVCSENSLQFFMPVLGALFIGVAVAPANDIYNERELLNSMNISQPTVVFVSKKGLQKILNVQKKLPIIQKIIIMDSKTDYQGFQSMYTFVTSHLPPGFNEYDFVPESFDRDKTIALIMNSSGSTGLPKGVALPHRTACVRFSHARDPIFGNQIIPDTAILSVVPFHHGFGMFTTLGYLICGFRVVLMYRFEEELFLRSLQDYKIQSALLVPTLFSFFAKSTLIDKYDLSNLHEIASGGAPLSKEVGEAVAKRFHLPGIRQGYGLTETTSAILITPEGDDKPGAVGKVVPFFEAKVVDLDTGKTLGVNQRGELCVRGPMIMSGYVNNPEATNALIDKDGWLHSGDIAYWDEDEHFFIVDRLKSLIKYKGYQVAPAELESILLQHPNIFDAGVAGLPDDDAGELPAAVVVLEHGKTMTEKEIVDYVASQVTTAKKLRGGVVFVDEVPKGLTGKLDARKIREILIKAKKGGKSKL
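Biochemical qHTS of compounds, final roughly 60 µM downward over six points, against 10 nM purified firefly luciferase using Km concentrations of substrates (10 uM D-luciferin, 10 uM ATP) in Tris acetate pH 7.5 buffer; luminescence output.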
RORg inh = inhibitors of mouse ROR gamma transcriptional activity. P51450. Drosophila S2 Gal4-RORgamma UAS-luciferase reporter, 20 h. Potency, µM (titrated, usually from 53.6 µM), without a hit: top-dose activity change, negative = inhibition, most hits filed as inhibitors. 5.4% of 310,000 active; further: potency means the concentration at half of the fitted maximal effect; on the % scale 0 is the no-effect control and ±100 the full control effect; nearly all actives have a fitted effect of over 60% in size
Target sequence (P51450 whole entry, looked up, the tested form may be a part): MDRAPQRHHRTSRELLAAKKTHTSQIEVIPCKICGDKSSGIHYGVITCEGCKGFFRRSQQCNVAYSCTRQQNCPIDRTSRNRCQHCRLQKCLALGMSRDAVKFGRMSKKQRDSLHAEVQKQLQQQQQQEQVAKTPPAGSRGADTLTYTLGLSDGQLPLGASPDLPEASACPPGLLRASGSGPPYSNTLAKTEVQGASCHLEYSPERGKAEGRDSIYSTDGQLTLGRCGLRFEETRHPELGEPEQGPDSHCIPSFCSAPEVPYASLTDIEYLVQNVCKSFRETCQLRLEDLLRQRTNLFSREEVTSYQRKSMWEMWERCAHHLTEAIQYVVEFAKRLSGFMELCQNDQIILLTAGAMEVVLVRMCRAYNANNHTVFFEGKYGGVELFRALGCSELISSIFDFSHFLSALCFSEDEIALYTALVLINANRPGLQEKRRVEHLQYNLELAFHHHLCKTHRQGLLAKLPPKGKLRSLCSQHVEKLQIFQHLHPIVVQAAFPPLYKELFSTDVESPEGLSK
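Drosophila S2 cells stably expressing Gal4-DBD/mouse RORγ fusion under metallothionein promoter plus UAS-luciferase; compound 1 h, then 700 uM CuSO4 induction for 20 h at ambient temperature; inhibition read as reduced luminescence.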
Menin-MLL TR inh = menin-MLL binding inhibition, Texas Red mutant peptide. 0.23% of 270,000 active. O00255. Potency, µM (titrated, usually from 61.6 µM), inactives show at the top dose FP activity change, negative = inhibition, usual class: inhibitors. AID 1768. Menin + Texas Red MLL mutant peptide, fluorescence polarization; active means well fitted inhibition curve with a large enough effect in the polarisation, with a control signal flat, not every such curve was filed as active; inconclusive means small, poorly fitted or top-dose-only effect, or effect the other way, or a change in a side signal; inactive means no such curve, though single readings can be large or run the other way; the % refers to the polarisation; further: potency means the concentration at half of the fitted maximal effect; % of control where 0% means no effect; many of its hits are not listed in these tables
MBNL1-CUG inh = MBNL1-poly(CUG) RNA binding inhibition; Q9NR56; TR-FRET MBNL1-His/biotin-(CUG)12 binding, 665/545 ratio; Potency, µM (titrated, usually from 57.5 µM), for inactives: at the highest dose activity change, negative = inhibition, hits mostly inhibitors; 0.036% of 280,000 active; AID 2675; active means well fitted inhibition curve with a large enough effect in the signal ratio, with a control signal flat, not every such curve was filed as active; inconclusive means small, poorly fitted or top-dose-only effect, or effect the other way, or a change in a side signal; inactive means no such curve, though single readings can be large or run the other way; the % refers to the signal ratio; further: potency means the concentration at half of the fitted maximal effect; on the % scale 0 is the no-effect control and ±100 the full control effect
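MBNL1-His + Biotin-(CUG)12, cpd titration 92 nM–58 uM; Tb anti-His Ab 0.055 ng/ul, SA-XL665 5 nM (final); 60 min RT; ratiometric 665/545 nm, Ex 340 nm; normalized to buffer and full-complex controls.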
NPC1 prom act = NPC1 promoter activation; 2.4% of 320,000 active; Potency, µM (titrated, usually from 9.22 µM), for the others: at the highest dose activation, actives largely listed as activators; Huh7 NPC1 promoter luciferase reporter, 24 h;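 further: potency means the concentration at half of the fitted maximal effect; % of control where 0% means no effect; nearly all actives have a fitted effect of over 60% in size; reporter is driven by a mutant NPC1 promoter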
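Readout is luciferase luminescence, reflecting NPC1 promoter activation in stably transfected Huh7 cells after 24 h compound exposure at 37 °C in reduced-serum medium with 10% FBS.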
PKM2 activator = increases activity of human pyruvate kinase M2. P14618. purified PKM2, Kinase-Glo ATP luminescence, activation; response scale: 0% is enzyme alone, no compound. Potency, µM (titrated, usually from 57.5 µM), without a hit: top-dose activation, hits mostly activators. 0.34% of 260,000 active; further: potency means the concentration at half of the fitted maximal effect; on the % scale 0 is the no-effect control and ±100 the full control effect; nearly all actives have a fitted effect of over 55% in size
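hPK-M2, >95% pure; 0.1 mM ADP / 0.5 mM PEP final; imidazole pH7.2 buffer w/ 7 mM MgCl2, 50 mM KCl; 1 h RT; Kinase-Glo lum. Intermediate enzyme activity for dual inhibitor/activator qHTS.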
Gal4-VP16 FLuc = inhibits Gal4-VP16 luciferase reporter, ROR gamma counter-screen | Drosophila S2 Gal4-VP16 UAS-luciferase, luminescence, 20 h | Potency, µM (series often up to 53.6 µM), for inactives: at the highest dose activity, negative = inhibition, hits mostly inhibitors | 3.5% of 310,000 active | AID 2546;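 further: Gal4-VP16 expression switched on by copper sulfate through the metallothionein promoter; potency means the concentration at half of the fitted maximal effect; on the % scale 0 is the no-effect control and ±100 the full control effect; nearly all actives have a fitted effect of over 50% in size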
KCNH2 3.1 inh = blocks the human KCNH2 3.1 channel isoform; activity change, % (tested at about 1.8 µM); U2OS KCNH2 3.1, thallium flux FluxOr; hits give low values; 0.95% of 340,000 active; AID 720553;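 active means maximum activity change below -70%; inconclusive means maximum activity change from -70% to -50%; inactive means maximum activity change above -50%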;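 further: thallium influx rate constant from kinetic fluorescence after stimulation buffer; on the % scale 0 is the no-effect control and ±100 the full control effect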
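Virally transduced U2OS (3.1 isoform, 4 h infection in dark at RT) → overnight 37 C → FluxOr + Red40 in HBSS/HEPES, 45 min → stimulation buffer, 2 min kinetic read → rate constant vs DMSO controls.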
ELG1 DNA repair = ELG1-dependent DNA repair inhibition; HEK293T ELG1-luciferase reporter, luminescence, 16 h; DNA damage induced by 5-fluorouridine; Potency, µM (doses to about 46.1 µM), inactives show top-dose activity change, negative = inhibition, actives largely listed as inhibitors; 2.3% of 330,000 active; further: potency means the concentration at half of the fitted maximal effect; on the % scale 0 is the no-effect control and ±100 the full control effect; nearly all actives have a fitted effect of over 55% in size
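In this reporter screen, reduction of luminescence relative to DMSO vehicle indicated activity. Compounds and 5-fluorouridine were added together to 2,000 cells per well, incubated for 16 hr at 37 °C, then developed with ONE-Glo.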
* hit, by the source's call; ? = inconclusive; · = not tested or not shown; [ ] = dose if it differs, or a comment. Unless noted, the call rests on the fitted dose curve; in most records, active means well fitted curve in the direction sought with a large enough effect; inconclusive means small, poorly fitted or top-dose-only effect, or another doubt; inactive means no such curve, though single readings can be large; an effect the other way counts as inactive or inconclusive. This is a subset (hit frequency here may not be typical).

SMILES	Mito fusion yeast	Rab9 promoter act	FLuc counter	RORg inh	Menin-MLL TR inh	MBNL1-CUG inh	NPC1 prom act	PKM2 activator	Gal4-VP16 FLuc	KCNH2 3.1 inh	ELG1 DNA repair
CCC(=O)N(Cc1cc(=O)[nH]c2ccccc12)C1CCCCC1	-1%	-5%	0%	-27%	-8%	-1%	0%	2%	-2%	-6	19%
CC(Sc1nc(C(F)(F)F)nc2ccccc12)C(=O)NC1CCCC1 (stereo not given)	24%	-1%	5%	·	·	·	-1%	·	·	-2	11%
Cc1ccc(N2C(=O)/C(=C/c3ccco3)SC2=S)cc1	-2%	?	1%	21%	?	-1%	24%	2%	4%	4	?
C(=C\c1ccccc1)/CN1CCN(Cc2ccc3c(c2)OCO3)CC1	-4%	8%	1%	?	-24%	-7%	-1%	-7%	1%	8	-18%
COc1ccc(-n2cc(CN(C)Cc3n[nH]c(=O)[nH]3)c(-c3cccc(F)c3)n2)cc1	2%	-3%	?	23%	2%	-17%	-1%	-8%	2%	-15	-8%
CC(=O)N1CCN(C(=S)NC(=O)c2c(-c3ccccc3Cl)noc2C)CC1	-8%	8%	-3%	1.6µM*	-2%	-8%	-4%	-8%	5µM*	3	2%
COc1ccccc1N(C)S(=O)(=O)c1ccc(C(=O)OCC(=O)NCCC2=CCCCC2)cc1	13%	-10%	-3%	-2%	-20%	-5%	-1%	3%	10%	12	9%
CCC(=O)NC(=S)Nc1ccc(NC(=O)c2ccco2)c(OC)c1	8%	-5%	-4%	13µM*	-4%	·	-3%	-5%	?	15	-14%
CCC(C)(C)n1nnnc1C(C(C)C)N(Cc1cccnc1)Cc1ccco1 (stereo not given)	14%	-6%	-12%	-1%	-14%	-15%	-5%	1%	9%	-6	-3%
O=C(CSc1nnc(-c2ccccc2)n1-c1ccc(Cl)cc1)N/N=C/c1ccccc1C(=O)O	0%	0%	0%	-1%	·	-6%	0%	-7%	2%	21	12%
COc1cc(CNc2ncn[nH]2)ccc1OCC(=O)NC(C)(C)C	-8%	-6%	-2%	-3%	2%	-1%	-1%	-2%	3%	-4	0%
C/C(=N\NC(N)=S)C1C2C3CC4C5CC(C42)C1C53 (stereo not given)	3%	-3%	4%	1.1µM*	-6%	-2%	-19%	5%	?	12	?
CCc1sc(C(=O)Nc2cccc(C(C)=O)c2)cc1C	17%	?	11µM*	7.9µM*	3%	-2%	27%	3%	?	-8	?
O=C(c1ccccc1NS(=O)(=O)c1ccc(Br)s1)N1CCOCC1	0%	0%	2%	18%	20%	-2%	-4%	-10%	-5%	-2	6%
Cc1c([N+](=O)[O-])cc(C(=O)Oc2ccc(Br)cc2C(=S)N2CCCCC2)cc1[N+](=O)[O-]	13%	-1%	5%	-35%	?	?	-10%	0%	3%	0	-4%
CC(C)[C@H](NC(N)=O)C(=O)Nc1cccc(S(=O)(=O)N2CCOCC2)c1	1%	-3%	-1%	12%	20%	-4%	-5%	-1%	-5%	-1	1%
Cc1cccc(N2C(=O)CC(N3CCN(c4cccc(C(F)(F)F)c4)CC3)C2=O)c1 (stereo not given)	-3%	1%	3%	24%	13%	0%	-4%	-2%	-18%	11	-14%
CC(C)c1ccc(S(=O)(=O)N(C)C2(C)CCS(=O)(=O)C2)cc1 (stereo not given)	2%	-1%	1%	·	·	·	0%	·	·	6	-5%
Cc1cc(NC(=O)CCC(=O)N(CC(=O)NC2CCCC2)c2ccc3c(c2)OCCO3)no1	-7%	-1%	2%	-12%	-6%	2%	5%	0%	4%	10	-1%
Cc1ccc(S(=O)(=O)CCC(=O)Oc2ccc3c(C)cc(=O)oc3c2)cc1	-1%	-5%	0%	·	·	·	-2%	·	·	-8	-1%
CC(=O)N1CCN(c2ccc(NC(=O)c3ccc(Br)o3)cc2Cl)CC1	5%	20%	?	16%	15%	-3%	13%	?	12%	-15	?
COc1ccccc1N1C(=O)Cc2ccccc2C1=O	4%	-7%	2%	-9%	-4%	-17%	-3%	26%	8%	6	10%
CCNC(=O)CC1C(=O)N(c2ccc(F)cc2)C(=O)N1CCc1ccc(OC)cc1 (stereo not given)	3%	9%	0%	-2%	-3%	2%	-1%	-1%	-7%	-6	-1%
Cc1noc(C)c1CCC(=O)NC1CCCN(Cc2ccc(Cl)cc2)C1 (stereo not given)	-1%	-5%	6%	-29%	·	-3%	-1%	0%	0%	-8	-3%
COc1cc(C2C(=O)c3ccccc3C2=O)ccc1O	-3%	0%	24µM*	-13%[1.91 µM]	34%[activator]	?	0%	0%	-9%	-6	?
COc1ccc(C(=O)N/N=C\c2coc3ccccc3c2=O)cc1	-2%	-5%	4.8µM*	-2%	·	-6%	-3%	0%	3%	14	-13%
COc1ccc(S(=O)(=O)N(C)c2ccc(C(=O)NCC3CCCO3)cc2)cc1OC (stereo not given)	1%	·	4%	10%	·	-5%	0%	-1%	-12%	7	-3%
S=C(NCc1ccccc1)NCc1ccc2c(c1)OCO2	0%	-6%	0%	?	-11%	-10%	-2%	3%	?	-7	10%
O=c1[nH]c2ccc(S(=O)(=O)N3CCN(C4CCCCC4)CC3)cc2[nH]c1=O	-5%	0%	1%	-4%	2%	-3%	-2%	-2%	7%	-8	-1%
Cc1ccc(-c2nnc(N3CCCCC3)c3ccccc23)cc1S(=O)(=O)N(C)C	-3%	6%	-4%	6%	-28%	6%	3%	-2%	18µM*	-5	-11%
Cc1c(N/C=C/C(=O)C(F)(F)F)c(=O)n(-c2ccccc2)n1C	8%	-2%	-1%	14%	-1%	3%	0%	-5%	2%	0	-5%
COc1ccc(CNC(=O)c2ccc(CS(=O)(=O)Cc3ccccc3F)o2)cc1	-5%	-5%	-10%	15%	-28%	0%	-4%	-3%	30%	8	?
Cc1ccccc1NC(=O)CC1SC(=Nc2ccc(O)cc2)NC1=O (stereo not given)	-1%	8%	4%	26%	·	·	3%	3%	-1%	4	4%
CCOC(=O)c1cnc2c(C(F)(F)F)cccc2c1N1CCN(C)CC1	-42%[inhibitor]	2%	-1%	1%	4%	8%	-1%	·	5%	-3	2%
CC(C)Cn1c(SCC(=O)NC2CCCc3ccccc32)nc(O)cc1=O (stereo not given)	-2%	8%	1%	1%	19%	-6%	1%	-4%	2%	3	-3%
Cc1cc(C(C)(C)C)cc(S(=O)(=O)Nc2ccc(O)c(C(=O)O)c2)c1C	3%	5%	-1%	-3%	?	-11%	3%	-15%	-17%	-9	11%
CCN(CC)S(=O)(=O)c1ccc(Cl)c(NC(=S)NC(=O)C2CCCC2)c1	?	-16%	1%	·	·	·	-21%	·	·	-9	?
CN1CC[C@]2(CCN3CCc4c(oc5ccccc45)[C@@H]3C2)N(C)C1=O	2%	0%	1%	·	·	·	-2%	·	·	15	?
CCC1CCCCN1C(=O)COC(=O)CSc1ccc(C(N)=O)cc1[N+](=O)[O-] (stereo not given)	0%	12%	1%	·	·	·	1%	·	·	15	8%

3 entries from above, bar-delimited.
SMILES | Mito fusion yeast | Rab9 promoter act | FLuc counter | RORg inh | Menin-MLL TR inh | MBNL1-CUG inh | NPC1 prom act | PKM2 activator | Gal4-VP16 FLuc | KCNH2 3.1 inh | ELG1 DNA repair
CC(C)Cn1c(SCC(=O)NC2CCCc3ccccc32)nc(O)cc1=O (stereo not given) | -2% | 8% | 1% | 1% | 19% | -6% | 1% | -4% | 2% | 3 | -3%
Cc1cc(C(C)(C)C)cc(S(=O)(=O)Nc2ccc(O)c(C(=O)O)c2)c1C | 3% | 5% | -1% | -3% | ? | -11% | 3% | -15% | -17% | -9 | 11%
CCN(CC)S(=O)(=O)c1ccc(Cl)c(NC(=S)NC(=O)C2CCCC2)c1 | ? | -16% | 1% | · | · | · | -21% | · | · | -9 | ?
